sPLA2-III inh = Blocks human group III sPLA2 activity | inhibition, % at 12.2 µM | Q9NZ20 | 370,000 tested, 0.56% active | QFRET BODIPY PC-A2 liposome hydrolysis, fluorescence;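 active = inhibition above mean plus 3 SD of compounds lying within the high and low control bounds, cut at about 19% in these data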;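 note: 0% = median of test compound wells and 100% = no enzyme DMSO wells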
DAX1 inh-1 = NR0B1 (DAX1) inhibition; HEK293 Gal4-DAX1 luciferase reporter, luminescence; inhibition, % at 6.75 µM; 340,000 tested, 0.99% active; AID 504766;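 active = inhibition above the mean over all tested compounds plus 3 SD, cut at about 4.2% in these data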;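 note: 0% = DAX1-transfected cells with DMSO and 100% = empty-vector control cells with DMSO; inhibition shows as a rise in luminescence from relieved DAX1 repression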
GAA850 FXN act = activators of GAA850 frataxin (FXN) promoter. HEK293 lucGAA850 FXN promoter luciferase reporter, 24 h; percent of 10 µM SAHA response. activation, % at 6 µM. 360,000 tested, 0.56% active;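 active = activation above the average of all compounds screened plus 3 SD, cutoff fixed separately per campaign, cut at about 7.5% in these data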;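 note: 0% = DMSO wells and 100% = 10 µM SAHA wells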
DAX1 inh-2 = DAX1 (NR0B1) inhibition, primary screen; AID 652010; 370,000 tested, 1.1% active; HEK293T StAR-luciferase reporter, SF-1/DAX-1 repression relief; inhibition, % at 6.8 µM;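 active = inhibition above the mean over all tested compounds plus 3 SD, cut at about 3.6% in these data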;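 note: 0% = DAX-1 cells with DMSO and 100% = cells lacking DAX-1 with DMSO; higher inhibition means more luminescence from relief of DAX-1 repression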
ssDAF12 agonist = activates DAF-12 receptor from parasite S. stercoralis; 370,000 tested, 1% active; AID 652126; activation, % at 6.8 µM; HEK293 ssDAF-12/GRIP1 lit1-tk-luc reporter, luminescence; % of 3 µM dafachronic acid response;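 active = activation above the mean over all tested compounds plus 3 SD, cut at about 0.9% in these data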;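 note: 0% = DMSO-only wells and 100% = 3 µM delta7-dafachronic acid wells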
PLCb3 inh = blocks human PLC-beta3 enzyme activity; Q01970; Purified PLC-beta3, fluorogenic substrate, fluorescence; inhibition, % at 12.2 µM; 370,000 tested, 0.18% active; in the data active = inhibition above about 11%;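 note: 0% = median of compound wells on plate and 100% = full blocker control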
Target sequence (Q01970 whole entry, looked up): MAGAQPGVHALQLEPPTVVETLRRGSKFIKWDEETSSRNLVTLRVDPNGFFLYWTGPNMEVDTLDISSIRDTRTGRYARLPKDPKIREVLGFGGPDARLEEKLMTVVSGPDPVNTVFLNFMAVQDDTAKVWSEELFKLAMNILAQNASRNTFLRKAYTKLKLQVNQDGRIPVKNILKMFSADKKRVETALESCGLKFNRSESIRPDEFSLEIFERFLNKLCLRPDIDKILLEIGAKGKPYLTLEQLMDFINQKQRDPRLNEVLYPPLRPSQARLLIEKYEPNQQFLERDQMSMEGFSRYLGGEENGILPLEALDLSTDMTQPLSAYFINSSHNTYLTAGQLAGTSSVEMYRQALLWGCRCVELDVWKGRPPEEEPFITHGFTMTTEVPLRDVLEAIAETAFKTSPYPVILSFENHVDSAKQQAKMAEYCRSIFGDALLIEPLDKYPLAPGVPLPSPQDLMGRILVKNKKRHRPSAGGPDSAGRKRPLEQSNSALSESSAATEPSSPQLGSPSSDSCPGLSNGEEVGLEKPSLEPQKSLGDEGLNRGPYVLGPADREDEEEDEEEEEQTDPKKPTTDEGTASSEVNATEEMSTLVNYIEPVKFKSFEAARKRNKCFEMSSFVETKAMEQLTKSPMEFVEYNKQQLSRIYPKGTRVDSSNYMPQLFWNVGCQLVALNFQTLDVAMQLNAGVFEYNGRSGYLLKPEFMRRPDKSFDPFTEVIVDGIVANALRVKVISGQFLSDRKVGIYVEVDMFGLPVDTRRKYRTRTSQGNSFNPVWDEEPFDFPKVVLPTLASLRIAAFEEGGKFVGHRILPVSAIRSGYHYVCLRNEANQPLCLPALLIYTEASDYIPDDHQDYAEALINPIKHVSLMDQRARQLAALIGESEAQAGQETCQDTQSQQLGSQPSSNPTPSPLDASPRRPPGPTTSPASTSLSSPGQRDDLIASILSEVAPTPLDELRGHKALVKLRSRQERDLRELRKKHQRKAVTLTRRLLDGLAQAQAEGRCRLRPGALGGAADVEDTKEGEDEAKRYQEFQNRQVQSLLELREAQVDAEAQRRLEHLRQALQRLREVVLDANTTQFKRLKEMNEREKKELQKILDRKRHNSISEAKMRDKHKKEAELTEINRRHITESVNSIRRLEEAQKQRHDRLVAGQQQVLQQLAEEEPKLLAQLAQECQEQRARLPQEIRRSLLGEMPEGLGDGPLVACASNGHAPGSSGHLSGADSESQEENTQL
hcDAF12 agonist = activates DAF-12 receptor from parasite H. contortus. HEK293 hcDAF-12 lit1-tk-luc reporter, luminescence; 0% DMSO, 100% Δ7-dafachronic acid. activation, % at 6.8 µM. 370,000 tested, 1.4% active. AID 652067;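 active = activation above the mean of all tested compounds plus 3 SD, cut at about 5.5% in these data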;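 note: 100% = response to 3 µM Δ7-dafachronic acid high control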
NR1D1 modulator = Rev-erb alpha (human) modulation; 370,000 tested, 0.79% active; activity, % at 10 µM; AID 1259318; Rev-erbα–FITC-DNA binding, fluorescence polarization, 90 min;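 active = activity above about 14%, limit read from the data; passing the limit was not always enough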;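 note: 0% = DMSO wells with 35 nM protein and 100% = DMSO wells with 750 nM protein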
PG9 Ab binder = binds the HIV-1 gp120 antibody PG9; TR-FRET gp120-PG9 antibody binding; inhibition, % at 6.7 µM; 360,000 tested, 0.43% active; AID 624416; in the data active = inhibition above about 8.5%
SMARCA2 act = activators of SMARCA2 function; 370,000 tested, 1% active; AID 652017; activation, % at 9.1 µM; MG213 cells, MMTV-luciferase reporter, dexamethasone, overnight; in the data active = activation above about 7.8%;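 note: 0% = vehicle wells and 100% = reference activator wells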
hgDAF12 agonist = hgDAF-12 agonism, primary luciferase screen; HEK293 GAL4-hgDAF12 UAS-luciferase reporter, agonist luminescence; normalized to butyrate control; activation, % at 6.8 µM; AID 687014; 370,000 tested, 1.8% active;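 active = activation above a cutoff set at the mean of all screened compounds plus 3 SD, cut at about 10% in these data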;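 note: 0% = DMSO wells and 100% = sodium butyrate wells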
Numbers without * were called inactive; i = inactive; . = not tested or not shown.

1	Cc1cc(Cl)cc(C)c1OCCNCc1ccccc1
2	COc1ccccc1NC(=O)CNC(=O)Cn1cnc2sc(C)c(C)c2c1=O
3	COC(=O)c1ccc2c(C(C)c3ccccc3O)c[nH]c2c1 (configuration not stated)
4	O=C(/C=C/c1ccc(Br)cc1)c1ccc(NC(=O)c2ccco2)cc1
5	CCOC(=O)c1cccc(NC(=O)CCCn2c(=O)c3cccn3c3cccnc32)c1
6	CC(C)CNc1cccc2c1S(=O)(=O)N(Cc1cn(Cc3cccc(F)c3)nn1)Cc1ccccc1O2
7	O=C(CCCCn1cnc2c(=S)nc[nH]c21)Nc1ccc(C(=O)O)cc1
8	COc1cc(NC(=O)c2cnc(NCc3ccccc3)nc2C)cc(OC)c1OC

Assay by compound	1	2	3	4	5	6	7	8
sPLA2-III inh	-5.4	-2.7	-62.2	-17.8	-5.4	-7.5	14.0	1.3
DAX1 inh-1	-1.1	1.3	.	0.9	0.5	.	-1.2	-0.4
GAA850 FXN act	-0.2	1.1	.	0.9	1.1	.	2.1	-1.4
DAX1 inh-2	-0.5	-0.2	1.2	0.0	0.2	0.4	0.0	-0.8
ssDAF12 agonist	-1.7	-0.8	-0.4	-0.8	-1.7	-0.9	-1.0	-1.5
PLCb3 inh	0.6	-5.1	-114.4	-0.5	-8.9	-37.6	0.9	-5.6
hcDAF12 agonist	-1.4	-0.2	-0.7	0.8	-2.5	-0.8	-0.8	-3.5
NR1D1 modulator	4.4	-4.5	-2.4	2.9	-3.5	5.9	6.7	-1.0
PG9 Ab binder	-0.8	0.7	.	-1.6	-0.7	.	0.5	-0.6
SMARCA2 act	-2.5	-1.0	-5.1	-0.1	-0.8	1.2	-5.1	-5.7
hgDAF12 agonist	1.6	-0.4	2.6	1.3	0.1	-2.5	-2.3	-7.7

9	CCCCn1c(N)c(N(CC)C(=O)c2ccncc2)c(=O)[nH]c1=O
10	Cc1cccc(C)c1NC(=O)CN(C)C(=O)C1=COCCO1
11	O=C(c1ccc(Br)cc1)N(c1ccccn1)C1CCCCC1
12	CC(=O)Nc1ccc(Nc2ccccc2)cc1
13	CN(Cc1ccccc1)C(=C(Cl)Cl)/C(=C1/NCCN1C)[N+](=O)[O-]
14	CC(C)(C)c1ccc(CNC(=O)C2CCCN2C(=O)Nc2ccccc2)cc1 (configuration not stated)
15	CCC(C(=O)OCC(=O)Nc1c(Cl)cccc1Cl)c1ccccc1 (configuration not stated)
16	Cc1ccc(NC(=O)C(c2ccccc2)c2ccccc2)nc1

Assay by compound	9	10	11	12	13	14	15	16
sPLA2-III inh	12.6	-1.7	-3.5	9.7	-2.0	2.8	2.0	-12.0
DAX1 inh-1	-0.1	0.9	0.2	0.4	5.4*	1.8	-1.2	-0.4
GAA850 FXN act	1.8	0.9	0.2	-1.0	0.7	3.1	-0.3	0.4
DAX1 inh-2	-0.3	-1.5	0.3	-0.5	-0.4	-0.4	-0.5	0.1
ssDAF12 agonist	-1.4	-1.1	-1.1	-1.2	-0.1	-1.3	-0.8	-0.1
PLCb3 inh	-6.9	1.3	1.8	2.5	-4.2	2.1	3.2	-1.3
hcDAF12 agonist	-1.2	-0.9	0.0	-0.5	-1.3	-2.4	-2.6	-0.4
NR1D1 modulator	5.5	-2.4	2.3	5.1	2.7	-4.7	-1.7	-1.2
PG9 Ab binder	-0.1	-2.7	-0.3	-6.1	1.4	0.6	0.0	-2.4
SMARCA2 act	-3.2	4.7	-2.5	-1.8	-1.7	-2.2	-1.3	0.6
hgDAF12 agonist	-2.7	1.7	-4.6	7.3	1.1	-2.5	1.5	1.2

17	CC(=O)Nc1cccc(OCC(O)Cn2cnc3ccccc32)c1 (configuration not stated)
18	COc1ccc(C(=O)/C=C/c2ccc(OC)c(CN3CCOCC3)c2)cc1
19	CC(C)CNC(=O)OCc1cn(Cc2ccc(F)c(F)c2)nn1
20	NC(=O)Cc1nc2scc(-c3ccccc3)c2c(=O)[nH]1
21	CC(=O)OC1COC(n2c(O)c(N=NC(N)=S)c3ccccc32)C(OC(C)=O)C1OC(C)=O (configuration not stated)
22	CCCn1c(SCC(=O)Nc2nnc(CC)s2)nnc1-c1ccncc1
23	CC(=O)Nc1ccc(S(=O)(=O)N2CCCC2C(=O)Nc2ccc(F)cc2)cc1 (configuration not stated)
24	Cc1ccc(S(=O)(=O)N2CCN(C(=O)CN3CCOCC3)C2C(C)C)cc1 (configuration not stated)

Assay by compound	17	18	19	20	21	22	23	24
sPLA2-III inh	-0.9	1.2	5.5	-13.7	0.3	-3.0	3.0	-3.2
DAX1 inh-1	0.5	-0.7	.	.	3.3	-0.7	0.8	0.2
GAA850 FXN act	0.1	-1.3	.	0.7	1.4	3.8	1.3	2.1
DAX1 inh-2	0.2	-0.6	0.9	-0.9	-0.1	0.6	-0.5	0.2
ssDAF12 agonist	-1.4	-1.4	0.1	-1.2	-1.1	-1.1	-1.1	-0.8
PLCb3 inh	-0.6	-7.5	-0.8	-19.1	-4.1	0.8	-7.2	-0.7
hcDAF12 agonist	-0.9	-0.4	-1.0	1.1	-2.0	-0.9	1.9	-0.6
NR1D1 modulator	-3.9	-5.6	-3.0	-5.8	-1.3	5.1	2.7	-4.5
PG9 Ab binder	1.1	1.6	.	-0.9	-3.4	-5.2	1.0	-0.9
SMARCA2 act	-0.7	-0.5	0.8	-0.1	1.0	-1.3	-3.0	-2.9
hgDAF12 agonist	0.3	-1.6	0.1	0.0	0.7	3.5	-1.3	0.5

Limited to hgDAF12 agonist, DAX1 inh-1 and NR1D1 modulator (3 entries from above):
item	Compound	hgDAF12 agonist	DAX1 inh-1	NR1D1 modulator
21	CC(=O)OC1COC(n2c(O)c(N=NC(N)=S)c3ccccc32)C(OC(C)=O)C1OC(C)=O (configuration not stated)	0.7	3.3	-1.3
23	CC(=O)Nc1ccc(S(=O)(=O)N2CCCC2C(=O)Nc2ccc(F)cc2)cc1 (configuration not stated)	-1.3	0.8	2.7
24	Cc1ccc(S(=O)(=O)N2CCN(C(=O)CN3CCOCC3)C2C(C)C)cc1 (configuration not stated)	0.5	0.2	-4.5

Continued.
25	Cc1ccc(NC(=O)c2sc(Cl)nc2-c2ccccc2)cc1
26	COCCn1c(=NC(=O)CN2C(=O)CCC2=O)sc2cc(S(N)(=O)=O)ccc21
27	O=C1c2cccc3cccc(c23)C(=O)N1Cc1ccccn1
28	Cc1cc(OCC(=O)Nc2ccccc2N2CCOCC2)c(C(C)C)cc1Cl
29	CCN(/C=N/c1sc2c(c1C#N)CCCCC2)CC
30	COc1ccc(Cl)cc1N(CC(=O)N/N=C/c1ccc(OCC(N)=O)cc1)S(C)(=O)=O
31	CCOC(=O)Cn1ccc(NC(=O)COc2ccc(F)cc2)n1
32	O=S(=O)(c1cccc2cccnc12)N1CCN(Cc2ccc3c(c2)OCO3)CC1

Assay by compound	25	26	27	28	29	30	31	32
sPLA2-III inh	3.8	-2.9	3.4	2.2	-0.5	-2.1	1.0	-5.7
DAX1 inh-1	-0.6	0.2	1.5	-0.5	2.9	0.7	0.7	0.1
GAA850 FXN act	2.3	0.0	6.2	0.1	3.9	2.4	-1.3	3.4
DAX1 inh-2	-0.1	-0.5	1.1	0.5	2.9	0.4	0.1	0.0
ssDAF12 agonist	-0.9	-0.6	-1.0	-1.4	-0.6	-1.2	-0.8	-1.3
PLCb3 inh	-3.6	1.9	-12.9	-7.6	0.7	0.2	2.2	8.2
hcDAF12 agonist	0.7	2.0	0.7	-2.6	6.1*	-2.2	0.5	-2.5
NR1D1 modulator	2.3	0.1	-6.7	9.6	1.2	1.9	-0.8	2.3
PG9 Ab binder	-0.1	-1.9	-1.9	1.4	-1.0	-2.9	-3.0	-1.4
SMARCA2 act	-2.6	-2.3	-1.2	-3.0	8.0*	-0.4	-2.4	-5.5
hgDAF12 agonist	1.4	9.3	-1.6	-0.5	14.0*	1.2	0.8	-0.7

33	N#Cc1c2n(c3c(=O)n(Cc4ccccc4Cl)cnc13)CCCC2
34	CC1(C(=O)NS(=O)(=O)c2ccccc2C(F)(F)F)CCN1C(=O)CCc1cccs1 (configuration not stated)
35	Cc1cccc(-n2c(N)c(C(=O)NCCN3CCOCC3)c3nc4ccccc4nc32)c1
36	COc1ccc(NC(=O)COC(=O)c2ccc(OCc3ccccc3Cl)c(OC)c2)c(OC)c1
37	COCCCN1C(=O)C(CC(=O)NCC2CCCCC2)CC(C(=O)N(C(C)C)C(C)C)=C1C (configuration not stated)
38	CC(C)(C)C(=O)CN1C(=O)NC2(CCCc3ccccc32)C1=O (configuration not stated)
39	COc1ccc(CCNC(=O)C(=O)NCCC2CCCCN2S(=O)(=O)c2cccs2)cc1 (configuration not stated)
40	Cc1ccc(NC(=O)/C=C/C(=O)O)c(NC(=O)c2ccccc2)c1

Assay by compound	33	34	35	36	37	38	39	40
sPLA2-III inh	2.8	0.3	-1.9	15.9	0.5	7.4	-6.0	4.4
DAX1 inh-1	0.4	.	.	0.0	.	2.3	-0.8	-0.4
GAA850 FXN act	4.8	0.9	.	0.5	.	-0.8	1.5	0.2
DAX1 inh-2	-0.1	0.5	-0.7	-0.4	1.9	-0.3	-3.9	-0.1
ssDAF12 agonist	-1.0	-1.2	-1.5	-0.4	-1.1	-0.5	-1.3	-0.9
PLCb3 inh	5.2	1.6	i	-1.3	1.4	-6.2	-0.6	-6.2
hcDAF12 agonist	-1.1	0.8	-0.3	-1.7	0.6	-0.7	-2.9	2.4
NR1D1 modulator	-0.6	5.4	3.5	-6.0	-4.5	-8.5	2.6	-7.1
PG9 Ab binder	-0.6	1.7	0.8	-0.5	-0.9	-0.3	0.2	-1.4
SMARCA2 act	3.8	8.7*	0.1	-3.3	6.2	-4.3	-0.3	-0.3
hgDAF12 agonist	-0.1	0.0	-0.9	1.4	-0.4	-1.8	0.0	1.3

An excerpt of these results, field by field:
39	COc1ccc(CCNC(=O)C(=O)NCCC2CCCCN2S(=O)(=O)c2cccs2)cc1 (configuration not stated)
  sPLA2-III inh: -6.0 | DAX1 inh-1: -0.8 | GAA850 FXN act: 1.5 | DAX1 inh-2: -3.9 | ssDAF12 agonist: -1.3 | PLCb3 inh: -0.6 | hcDAF12 agonist: -2.9 | NR1D1 modulator: 2.6 | PG9 Ab binder: 0.2 | SMARCA2 act: -0.3 | hgDAF12 agonist: 0.0

40	Cc1ccc(NC(=O)/C=C/C(=O)O)c(NC(=O)c2ccccc2)c1
  sPLA2-III inh: 4.4 | DAX1 inh-1: -0.4 | GAA850 FXN act: 0.2 | DAX1 inh-2: -0.1 | ssDAF12 agonist: -0.9 | PLCb3 inh: -6.2 | hcDAF12 agonist: 2.4 | NR1D1 modulator: -7.1 | PG9 Ab binder: -1.4 | SMARCA2 act: -0.3 | hgDAF12 agonist: 1.3
